MEX-5 binding: C. elegans MEX-5 TCR-2 RNA binding activity. Q9XUB2. AID 1832. activity score (negative = inhibition of binding), % at 10 µM. MEX-5/FITC-TCR2 RNA binding, fluorescence polarization; active compounds read low. 0.38% of 300,000 active;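 active = inhibition past about -25% in most replicates, and total fluorescence under double the plate's negative control median, limit read from the data; inconclusive = replicates evenly split on the limit, or fluorescence at least double controls; inactive = too little inhibition in most replicates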;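 note: 0% = DMSO and -100% = 5 µM competing unlabeled TCR2 RNA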
GRK2 aptamer HTS: blocks RNA aptamer binding to human GRK2; P25098; bead flow cytometry, FAM-aptamer displacement from GRK2; inhibition of aptamer binding, % at 10 µM; 0.59% of 330,000 active;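 active = inhibition of aptamer binding above 40%, roughly 3 SD of noise, on plates passing a quality check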;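 note: median bead fluorescence of bound FAM aptamer so fluorescent compounds give negative values; no value below 0 was filed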
GLD-1 RNA inh: GLD-1-TGE RNA interaction inhibition (C. elegans); inhibition, % at 5.96 µM; Q17339; 0.44% of 320,000 active; purified GLD-1 + fluorescein TGE RNA, fluorescence polarization;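 active = percent inhibition above a per-plate cutoff, the plate mean of test compounds plus 3 SD, cut at about 30% in these data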;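 note: 0% = DMSO wells with GLD-1 and probe and 100% = wells lacking GLD-1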
Target sequence (Q17339 whole entry, looked up): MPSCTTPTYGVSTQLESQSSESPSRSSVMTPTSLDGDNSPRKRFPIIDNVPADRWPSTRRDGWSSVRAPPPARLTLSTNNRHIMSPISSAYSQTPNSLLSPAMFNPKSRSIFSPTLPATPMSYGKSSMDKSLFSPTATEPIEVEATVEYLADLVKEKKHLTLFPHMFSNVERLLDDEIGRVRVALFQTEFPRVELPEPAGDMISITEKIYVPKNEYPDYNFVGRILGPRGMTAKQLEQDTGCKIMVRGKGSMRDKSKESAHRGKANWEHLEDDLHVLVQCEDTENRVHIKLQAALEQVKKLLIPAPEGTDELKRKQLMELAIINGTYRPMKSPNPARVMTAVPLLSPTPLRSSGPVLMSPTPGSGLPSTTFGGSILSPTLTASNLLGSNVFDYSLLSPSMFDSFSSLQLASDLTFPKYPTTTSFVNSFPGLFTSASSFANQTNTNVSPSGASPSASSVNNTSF
VLA-4 inh: inhibition in a human VLA-4 binding assay. VLA-4 expressing cells, ligand binding flow cytometry. inhibition, % (about 7 µM as worked out from the volumes in the protocol). 0.2% of 330,000 active; in the data active = inhibition above about 50%
AGP1 TOR yeast: alters AGP1-GFP fluorescence in TOR pathway yeast screen. S. cerevisiae AGP1-GFP multiplex flow cytometry, 3 h; GFP as percent of DMSO wells. GFP response vs DMSO, % at 10 µM. 0.02% of 320,000 active;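 active = GFP response relative to DMSO above a set limit, near screen average plus 3 SD, cut at about 150% in these data; inconclusive = fewer than 70 cells counted for the yeast strain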;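 note: median GFP channel fluorescence of the gated AGP1 strain per well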
Fam108B inh: Fam108B inhibition, counter-screen for RBBP9 inhibitors. 0.33% of 300,000 active. recombinant Fam108B, FP-Rh probe fluorescence polarization. inhibition, % at 9.51 µM. AID 1947;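 active = inhibition above the screen mean inhibition plus 3 SD, computed separately per campaign, cut at about 18% in these data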;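 note: inhibitors lower polarization as less probe binds the enzyme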
CIT2-GFP yeast: alters CIT2-GFP fluorescence in TOR pathway yeast screen; 0.065% of 320,000 active; S. cerevisiae CIT2-GFP strain, flow cytometry, 3 h; 100 means same as DMSO wells; GFP response vs DMSO, % at 10 µM;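 active = GFP response relative to DMSO above a set limit, near the screen mean plus 3 SD, cut at about 150% in these data; inconclusive = Fewer than 70 cells measured for a yeast strain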;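 note: ratio of well median GFP fluorescence to mean of DMSO wells on the plate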
Bcl-xL primary: Bcl-xL (human) inhibition | GST-Bcl-xL / FITC-Bim BH3 peptide fluorescence polarization | Q07817 | 0.7% of 320,000 active | inhibition, % at 10.9 µM;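 active = inhibition above the mean of all tested compounds plus 3 SD, cutoff set per campaign, cut at about 30% in these data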;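 note: 0% = DMSO wells and 100% = unlabeled Bim-BH3 peptide competitor; inhibitors lower millipolarization by displacing the labeled peptide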
Target sequence (Q07817 whole entry, looked up): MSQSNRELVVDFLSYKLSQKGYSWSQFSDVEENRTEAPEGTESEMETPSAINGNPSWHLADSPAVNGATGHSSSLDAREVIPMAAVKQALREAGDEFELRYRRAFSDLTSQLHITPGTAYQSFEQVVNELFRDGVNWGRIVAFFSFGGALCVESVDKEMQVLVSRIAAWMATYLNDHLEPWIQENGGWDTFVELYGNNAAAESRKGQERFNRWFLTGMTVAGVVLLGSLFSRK
MCL1-BIM inh: MCL1-BIM-BH3 interaction inhibition (human); Q07820; GST-MCL1 / FITC-Bim-BH3 fluorescence polarization; inhibition, % at 10.9 µM; 0.68% of 320,000 active; AID 2057;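 active = inhibition above the mean inhibition of all tested compounds plus 3 SD, set per campaign, cut at about 40% in these data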;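 note: 0% = DMSO wells and 100% = unlabeled Bim-BH3 peptide control; higher means more loss of mP so more displacement of Bim peptide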
Target sequence (Q07820 whole entry, looked up): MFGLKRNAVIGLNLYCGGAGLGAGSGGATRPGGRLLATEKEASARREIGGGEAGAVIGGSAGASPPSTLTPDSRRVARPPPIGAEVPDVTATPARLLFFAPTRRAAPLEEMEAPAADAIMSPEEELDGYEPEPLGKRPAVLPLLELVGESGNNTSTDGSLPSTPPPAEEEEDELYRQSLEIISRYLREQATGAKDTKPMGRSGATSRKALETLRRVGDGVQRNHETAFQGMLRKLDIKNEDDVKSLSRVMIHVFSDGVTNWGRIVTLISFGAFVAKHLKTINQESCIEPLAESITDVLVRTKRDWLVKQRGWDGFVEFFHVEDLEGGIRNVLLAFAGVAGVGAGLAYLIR
An asterisk follows results filed as active; u = inconclusive; x = no result given.

SMILES	MEX-5 binding	GRK2 aptamer HTS	GLD-1 RNA inh	VLA-4 inh	AGP1 TOR yeast	Fam108B inh	CIT2-GFP yeast	Bcl-xL primary	MCL1-BIM inh
CCCCN(C)S(=O)(=O)c1ccc(C(=O)N=c2sc3cc(NC(C)=O)ccc3n2C)cc1	-0.3	0	-5	13	95	-9	110	4	0
CCCN(CC(=O)Nc1ccccc1C)C(=O)c1cc(C)oc1C	x	0	3	3	100	x	100	-1	-5
O=C(NCCOC(=O)c1ccc(S(=O)(=O)N2CCOCC2)cc1)c1cccnc1	-0.9	1	0	1	96	0	99	2	1
Cc1[nH]n(-c2ccccc2)c(=O)c1/C=N/N1C(=O)c2cccc3cccc(c23)C1=O	-0.6	2	8	0	96	-2	x	15	10
O=C(Nc1ccccc1[N+](=O)[O-])C1C(c2ccccc2)=C1c1ccccc1	1.6	1	5	6	99	-3	88	-1	0
COc1ccc(/C=C/c2nc(C#N)c(NCCN(C)C)o2)cc1OC	-0.2	1	3	7	98	-3	97	-1	-1
COc1cccc(C(=O)O/N=C(\N)c2ccncc2)c1	x	2	0	9	94	-2	95	4	1
COC(=O)c1ccc(COC(=O)c2ccccc2OC)cc1	0.7	0	-5	-2	94	0	97	-3	-4
COC(=O)C1=NN(C(=O)c2ccc(Cl)cc2)C(O)(c2ccccc2)C1 (centres undefined)	-15	1	-6	-167	94	0	92	-2	1
CCOc1ccc(N=Cc2c(O)cc(C)oc2=O)cc1	2.4	2	0	-13	99	-2	99	2	5
Cn1c(SCC(=O)N2CCCCC2)nc2c(c1=O)SCC2	0.8	0	4	23	96	-2	101	8	25
COc1cc(C(=O)NCC(=O)n2nc(C)cc2C)cc(OC)c1OC	-2.0	5	-5	8	102	-1	92	0	1
CCC(C)C1C(C#N)=C(N)Oc2n[nH]c(-c3ccccc3)c21 (centres undefined)	1.5	1	8	6	100	-5	90	2	-3
CSc1ncccc1C(=O)OCC(=O)N(C)c1c(N)n(Cc2ccccc2)c(=O)[nH]c1=O	0.3	0	5	-4	103	1	104	-5	-4
COc1ccc2[nH]c(=O)c(CN(Cc3ccco3)C(=O)c3ccccc3)cc2c1	-0.2	2	-9	0	x	-1	85	2	-3
O=C(NCCc1ccccc1)c1ccccc1NC(=O)C1CC=CCC1C(=O)O (centres undefined)	0.7	0	-1	22	92	2	91	-2	-1
CCC(=O)Oc1ccc2c(=O)c(-c3ccc4ccccc4n3)c(CC)oc2c1C	-0.1	0	1	12	x	6	x	-1	1
N#Cc1cc(-c2ccccc2)cnc1Sc1ccc(Cl)cc1	3.0	0	4	-6	108	-4	104	5	2
Cc1csc2ncc(C(=O)N(Cc3ccccc3)c3ccccn3)c(=O)n12	-3.9	0	1	-18	107	-1	110	0	-2
O=C(C1CCC1)N1CCc2cc(S(=O)(=O)N3CCN(c4ccccn4)CC3)ccc21	1.1	10	1	-2	82	-1	81	-2	-11
COc1ccc(OCCCC(=O)Nc2cccc([N+](=O)[O-])c2C)cc1	x	0	-1	3	99	-4	100	-1	-4
CCOC(=O)c1cnc(-c2ccccc2)nc1-c1ccccc1	2.0	0	4	35	111	-2	104	2	2
Nc1cc(C(=O)OCC(=O)NCCCc2ccccc2)ccc1Cl	-3.3	1	-4	11	95	6	93	3	7
COc1ccccc1NC(=S)N(CCc1c(C)[nH]c2ccccc12)Cc1cccs1	3.3	0	0	45	105	-3	95	-2	-4
COc1ccc(-c2cc(C#N)nc(Cl)n2)cc1	0.1	1	4	15	122	-5	78	-1	0
N#Cc1c2c(c(NCCN3CCOCC3)n3c1nc1ccccc13)CCCC2	-4.3	0	22	10	103	1	103	18	10
Cc1ccc(S(=O)(=O)/N=C2\C=C(Nc3cccc(C(=O)O)c3)C(=O)c3ccccc32)c(C)c1	u	6	4	2	106	35*	101	25	30
CC12CCC(=O)N1C(C(=O)Nc1nnc(SCc3ccc(F)cc3)s1)CS2 (centres undefined)	-1.3	1	0	3	97	-6	94	5	-7
CCOC(=O)c1sc(N/N=C/c2ccc(N(C)C)cc2)nc1C	1.6	2	7	4	83	3	100	2	5
CCN(CC(=O)Nc1ccccc1OC)C(=O)c1cc(S(=O)(=O)N2CCCCCC2)ccc1OC	-0.7	2	1	9	104	3	91	1	2
Cc1ccc(C)c(NC(=O)CN(C)C(=O)C2=NNC(=O)CC2)c1	x	1	3	10	99	x	98	x	x
CCN(c1ccccc1)S(=O)(=O)c1cccc(C(=O)NCc2ccccn2)c1	1.5	0	3	2	103	5	99	1	-2
CCOc1ccccc1C(=O)NCC(=O)NC(C)c1ccc(-n2ccnc2)cc1 (centres undefined)	0.1	2	2	3	101	-2	96	0	1
Cc1c(C(=O)NC(C)c2ccccc2)c(-c2ccccc2)nn1-c1ccccc1 (centres undefined)	x	3	-4	18	97	6	96	7	4
O=[N+]([O-])c1ccc(N/N=C2/CCCCC2c2ccccn2)c([N+](=O)[O-])c1 (centres undefined)	-1.6	0	2	-5	95	2	112	7	-1
CCc1cc(SC#N)cc(C)c1N	2.2	3	6	7	101	1	112	5	6
O=C(O)c1cccc(S(=O)(=O)N2CC=C(c3ccccc3)CC2)c1	x	17	2	16	101	x	99	-1	-2
COCCNC(=O)CSc1ncnc2sccc12	-4.9	0	2	-10	100	4	100	-6	-6
CCN(CC(=O)Nc1ccc(Cl)c(S(=O)(=O)N(C)C)c1)CC(=O)NC(C)C	2.0	0	-9	2	93	1	101	5	5
O=C(O)COc1ccccc1/C=C1\SC(=Nc2ccc(F)cc2)N(c2ccc(F)cc2)C1=O	-0.6	2	7	-2	77	0	87	5	2
CCOc1ccc(OCC)c(NC(=O)C2CCCN(S(=O)(=O)c3c(C)noc3C)C2)c1 (centres undefined)	0.6	0	3	-17	98	5	94	1	2
COCCCNC(=O)C1CCCN(S(C)(=O)=O)C1 (centres undefined)	0.1	0	12	16	89	3	94	11	12
O=C(Cc1ccccc1)NC(=S)Nc1ccc(OC(F)F)cc1	-2.6	1	9	6	93	-5	97	-4	6
CCOC(=O)C1(Cc2ccc(OC)cc2)CCN(C(=O)c2csc(C)n2)CC1	-2.6	1	7	1	95	-2	91	7	10
Cc1ccc2c(c1)cc(C(=O)N1CCN(c3ccccn3)CC1)n2C	1.2	3	4	9	107	2	101	8	13
Nc1nc(SCC(=O)Nc2ccccc2Oc2ccccc2)n[nH]1	4.2	1	6	5	102	-3	101	3	7
CCn1nc(C)c(Oc2ccccc2O)c1C	-0.4	1	0	-2	103	4	102	2	7
Cc1ccc(Cn2nnc3c(=O)[nH]c(C4CCN(S(=O)(=O)c5ccc(S(=O)(=O)NC6CC6)cc5)CC4)nc32)cc1	-2.4	1	5	6	102	0	106	2	3
COc1cccc(-c2nnc(SCCOc3ccc4c(C)cc(=O)oc4c3)o2)c1	0.7	0	0	8	103	-2	108	0	3
CCOc1ccc2nc(Cl)c(CN(C(C)=O)C3CCCCC3)cc2c1	1.9	0	3	0	97	-4	97	4	2
CS(=O)(=O)N1CCN(C(=O)NC23CC4CC(CC(C4)C2)C3)CC1	2.2	0	6	23	106	-4	98	3	8
CN(CC(=O)NCCc1ccc(S(N)(=O)=O)cc1)CC(=O)Nc1ccc(Cl)cc1	x	3	-2	0	98	x	97	x	x
Cc1ccc(C)c(S(=O)(=O)N2CCCOC2CNC(=O)C(=O)NCCc2ccco2)c1 (centres undefined)	0.7	0	3	0	84	-7	82	6	6
CCCN(Cc1cc2cccc(C)c2[nH]c1=O)C(=O)c1cccc(OC)c1	-0.4	0	-7	-6	89	2	88	0	0
O=S(=O)(Nc1cccc(-c2nnco2)c1)c1ccc(Cl)cc1	2.0	0	4	7	108	2	108	2	10
CCCCc1c(O)nc(SCC(=O)O)[nH]c1=O	-2.0	1	-5	8	103	-2	92	1	8
COc1ccccc1/C=C/C=N/N1CCN(Cc2ccc(Cl)cc2)CC1	2.4	0	4	4	104	0	98	1	-6
COc1ccc(N(C(=O)CNC(=O)c2ccco2)C(C(=O)NCC2CCCO2)c2ccccc2)cc1Cl (centres undefined)	1.0	1	2	5	104	3	102	7	7
Cc1cc(C(=O)N/N=C/c2c3ccccc3cc3ccccc23)n[nH]1	-2.2	0	-8	2	102	-1	98	7	1
O=C(c1ccccc1NS(=O)(=O)c1cccc([N+](=O)[O-])c1)N1CCOCC1	0.1	0	4	0	101	1	99	3	-8

A section from further up:
SMILES	MEX-5 binding	GRK2 aptamer HTS	GLD-1 RNA inh	VLA-4 inh	AGP1 TOR yeast	Fam108B inh	CIT2-GFP yeast	Bcl-xL primary	MCL1-BIM inh
Nc1nc(SCC(=O)Nc2ccccc2Oc2ccccc2)n[nH]1	4.2	1	6	5	102	-3	101	3	7
CCn1nc(C)c(Oc2ccccc2O)c1C	-0.4	1	0	-2	103	4	102	2	7
Cc1ccc(Cn2nnc3c(=O)[nH]c(C4CCN(S(=O)(=O)c5ccc(S(=O)(=O)NC6CC6)cc5)CC4)nc32)cc1	-2.4	1	5	6	102	0	106	2	3
COc1cccc(-c2nnc(SCCOc3ccc4c(C)cc(=O)oc4c3)o2)c1	0.7	0	0	8	103	-2	108	0	3
CCOc1ccc2nc(Cl)c(CN(C(C)=O)C3CCCCC3)cc2c1	1.9	0	3	0	97	-4	97	4	2
CS(=O)(=O)N1CCN(C(=O)NC23CC4CC(CC(C4)C2)C3)CC1	2.2	0	6	23	106	-4	98	3	8
CN(CC(=O)NCCc1ccc(S(N)(=O)=O)cc1)CC(=O)Nc1ccc(Cl)cc1	x	3	-2	0	98	x	97	x	x
Cc1ccc(C)c(S(=O)(=O)N2CCCOC2CNC(=O)C(=O)NCCc2ccco2)c1 (centres undefined)	0.7	0	3	0	84	-7	82	6	6
CCCN(Cc1cc2cccc(C)c2[nH]c1=O)C(=O)c1cccc(OC)c1	-0.4	0	-7	-6	89	2	88	0	0
O=S(=O)(Nc1cccc(-c2nnco2)c1)c1ccc(Cl)cc1	2.0	0	4	7	108	2	108	2	10
CCCCc1c(O)nc(SCC(=O)O)[nH]c1=O	-2.0	1	-5	8	103	-2	92	1	8

The list continues.
SMILES	MEX-5 binding	GRK2 aptamer HTS	GLD-1 RNA inh	VLA-4 inh	AGP1 TOR yeast	Fam108B inh	CIT2-GFP yeast	Bcl-xL primary	MCL1-BIM inh
O=[N+]([O-])c1ccc(C(O)CSC(=S)N2CCCCC2)cc1 (centres undefined)	-0.9	3	-8	-7	95	4	91	5	11
Cc1ccc(N2CC(C(=O)Nc3nnc(SCC(=O)Nc4cc(C)on4)s3)CC2=O)cc1 (centres undefined)	1.5	1	4	1	100	-4	100	5	0
COc1cccc(C(=O)Nc2ccc(C(=O)c3ccncc3)cc2)c1	-0.8	1	-5	5	93	-1	93	-3	-6
Cc1ccc(C(=O)Nc2nccc(C)n2)cc1	1.1	1	1	16	95	0	95	2	-22

Screens (PubChem)
